FN deposit inh: inhibitors of fibronectin matrix deposition, primary screen, AH1F cells, Alexa488-fibronectin fluorescence, plate reader; AH1F fibroblasts, overnight; inhibition, % at 12.6 µM; 350,000 tested, 0.086% active;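 active means mean inhibition across replicates of 30% or more, regardless of how many single replicates reach that level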;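 further: positive control wells lacked labelled fibronectin entirely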
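Material: AH1F fibroblast monolayer depositing Alexa488-labelled fibronectin into matrix / Amount: 10000 AH1F cells per well / Signal: fluorescence 485/525 nm / Medium: DMEM, 2% serum / Compound: single dose, pinned / Incubation: 1 h cell adhesion before compound, then overnight fibronectin incubation / Reagent: Alexa488-FN, 24 nM final / Read-out: inhibition of fibronectin deposition signal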
PglD DTNB: C. jejuni PglD acetyltransferase inhibitors, primary screen, biochemical, DTNB colorimetric, single point | UDP-N-acetylbacillosamine N-acetyltransferase PglD (Campylobacter jejuni) | purified PglD enzyme, DTNB colorimetric CoA detection | inhibition, % at 12.5 µM | 360,000 tested, 0.098% active; in the data active means inhibition above about 16%, passing the limit was not always enough; further: strong numbers were not always called active
INS-1E GSIS act: GLuc luminescence reporter in INS-1E cells, primary screen for activators of glucose-dependent secretion of insulin. INS-1E GLuc reporter insulin secretion, 2-3 h. activation, % at 16.6 µM. 370,000 tested, 0.61% active. AID 743287, 2014;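 active means lowest replicate activation of at least 40%, so every replicate reaches that level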;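 further: 0% = median of neutral control wells and 100% = median of IBMX positive control wells; some compounds called inactive have numbers as strong as hits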
F508del corr: F508del CFTR correction, initial screen, CFBE line, single point; CFBE cells, YFP halide quenching; stimulated with forskolin plus potentiator P3; % fluorescence drop versus neutral controls; activity (quench increase), % at 7.58 µM; 350,000 tested, 0.36% active; AID 720511, 2013;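 active means mean added fluorescence quench of at least 8% versus neutral control, with both replicates also reaching 8%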;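 further: cells transiently co-express mutant CFTR-F508del with the halide-sensitive YFP; corrector assay measuring rescue of mutant channel to the surface after 24 h compound exposure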
PGC1a acetyl inh: inhibitors of PGC1a acetylation signal, primary screen, cell-based, U2OS, AlphaScreen, inhibitor mode | inhibition, % at 15.6 µM | 350,000 tested, 0.17% active | AlphaScreen anti-acetyl-lysine; with virally co-expressed GCN5 acetyltransferase;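 active means every replicate shows inhibition of at least 40%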;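 further: 0% = neutral control wells and 100% = positive control wells; some results beyond the cut were filed as inactive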
C2C12 statin: suppressors of statin myotoxicity in C2C12 myotubes, primary screen, cell-based, single point, plate reader; rescue of ATP level, % at 7.49 µM; 330,000 tested, 0.78% active; C2C12 myotubes + simvastatin, ATP luminescence, 48 h; scaled: DMSO 0, geranylgeraniol control 100;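 active means mean ATP rescue above about 67%, or every replicate alone reaching that limit, limit read from the data, passing the limit was not always enough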;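 further: myotubes were challenged with 10 µM simvastatin during compound exposure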
miR122 inh: miR-122 Renilla sensor signal increase in Huh7, primary screen, miR-122 inhibitor project, cell-based, single point, plate reader; activation (reporter increase), % at 12.5 µM; Huh7 miR-122 Renilla luciferase sensor, 48 h; neutral wells = 0, positive control = 100; 340,000 tested, 0.3% active;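 active means mean replicate activation score at least 90 and every replicate individually at or above 90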;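 further: higher luciferase means less miR-122 activity so hits act as miR-122 inhibitors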
Cneo AK release: Cryptococcus neoformans cell lysis inducers, primary screen, AK release luminescence, single concentration; lysis activity, % at 15 µM; AID 651654, 2012; 360,000 tested, 0.2% active; C. neoformans lysis, adenylate kinase release luminescence, 4 h; normalised: neutral wells 0, clomiphene wells 100;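 active means mean lysis activity across replicates of at least 80%, whatever share of replicates individually reach that level; inactive means mean lysis activity below 80%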
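Material – Cryptococcus neoformans yeast cells · Quantity – 5 × 10^6 yeast cells/mL · Buffer or medium – YPD medium · Compound – single dose · Timing – 4 h static compound exposure, 37 °C, read 1 h post-reagent · Signal – adenylate kinase release luminescence · Read-out basis – lysis from increased AK signal · Benchmarks – Clomiphene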
An asterisk follows results filed as active; nt = not tested or not shown; [ ] = remark or other dose.

The line under a structure holds: FN deposit inh, PglD DTNB, INS-1E GSIS act, F508del corr, PGC1a acetyl inh, C2C12 statin, miR122 inh, Cneo AK release
- O=C(CCC(=O)N1CCOc2ccccc21)Nc1cc(F)ccc1F
  -3.8, 0.9, -9.9, -2.8, nt, -16.7, -1.6, -2.9
- CC(C)NC(=O)Nc1ccc2c(c1)C(=O)N([C@H](C)CO)C[C@H](C)[C@@H](CN(C)Cc1ccccc1)OCCCC[C@H](C)O2
  1.3, -1.8, 5.7, 2.2, -17.2, 31.5, 0.0[16.7 µM], -6.3
- Cc1cc(C)cc(C(=O)NCC(=O)OCC(=O)N2c3ccccc3NC(=O)C2(C)C)c1
  7.5, -4.2, 3.8, 1.2, 24.2, 11.7, 1.9, -6.6
- Cc1ccc(S(=O)(=O)N2CCCC2C(=O)NCCc2nc3ccccc3[nH]2)cc1 (stereo unspecified)
  -15.1, -2.1, 21.6, nt, -13.0, -2.8, -7.9, 0.1
- CNC[C@@H]1OCCCC[C@@H](C)Oc2ccc(NC(=O)Nc3ccc4c(c3)OCO4)cc2C(=O)N([C@H](C)CO)C[C@H]1C
  nt, nt, -12.6, 0.6, 1.1, 25.9, -3.9[16.7 µM], nt
- Cc1ccc(CO/N=C\Cc2snc(Sc3ncc(C(F)(F)F)cc3Cl)c2C#N)cc1
  nt, -0.8, nt, nt, -3.7, -9.9, -2.1, 2.1
- COc1ccc2c(-c3cccnc3)cc(=O)[nH]c2c1
  -0.6, -3.7, nt, nt, -7.6, 4.8, 5.6, -1.0
- Cc1cc(C(=O)CSc2nnnn2C)c(C)n1CCc1ccc(Cl)cc1
  -3.1, -0.8, nt, nt, -0.1, 23.2, 6.8, -2.8
- O=C(c1ccccc1)N(c1ccccc1)c1nccc2ccccc12
  -2.1, -1.0, 19.7, -2.9, -5.4, 9.0, 2.1, 1.5
- CCOC(=O)Cc1nc(-c2ccc(Cl)cc2)n[nH]1
  -3.9, nt, -6.5, -0.5, 3.0, nt, nt, nt
- Cc1c(C(=O)NCc2ccc(S(N)(=O)=O)cc2)oc2ccc(Cl)cc12
  0.6, nt, 2.6, 4.0, 1.0, nt, -6.1, nt
- Cc1ccc(-c2nn(C)c(=O)c3ccccc23)cc1CNC(=O)NC1CCCCC1
  -3.4, nt, 2.7, 1.2, -2.7, 17.1, nt, nt
- CC(C)(CO)NS(=O)(=O)c1ccc2c(c1)Cc1cc(S(=O)(=O)NC(C)(C)CO)ccc1-2
  8.9, -5.4, -2.3, 2.7, 4.5, -2.7, 2.0, 9.8
- C=CCn1c(Cc2cccs2)nnc1SCC(=O)NC1CC1
  3.0, -3.6, -2.2, -1.2, -0.4, 10.3, -6.6, 2.3
- O=C(Nc1ccccc1)c1cc(C2CCCCN2C(=O)c2ccccc2)on1 (stereo unspecified)
  -6.3, 3.3, -15.1, 1.6, 6.1, -10.7, -1.9, 0.1
- COc1ccccc1NC(=O)N(C)C[C@H]1OCc2ccccc2-c2ccccc2C(=O)N([C@@H](C)CO)C[C@@H]1C
  0.3, 2.0, -10.6, 1.2, 2.4, 13.4, nt, -1.1
- CC(C)CNC(=O)C(=O)Nc1ccc2c(c1)N(S(=O)(=O)c1cccs1)CCC2
  -6.1, nt, -17.1, -0.1, -23.8, -7.5, 0.1, nt
- CCn1c(C)nc2cc(C(=O)NNC(=S)Nc3ccccc3Cl)ccc21
  3.9, -36.4, 4.5, nt, 0.9, 7.0, 0.5, -4.5
- O=C(O)C[C@@H]1C[C@@H]2c3cc(NS(=O)(=O)c4ccccc4)ccc3O[C@@H]2[C@@H](CO)O1
  0.6, nt, 6.2, 0.0, 7.7, nt, nt, nt
- CC(CCc1ccco1)NC(=O)Cn1ncc2c(=O)oc3ccccc3c21 (stereo unspecified)
  7.7, 0.1, -6.5, 4.2, -1.3, 8.4, 2.4, 0.4
- COc1ccc(C(NC(=O)c2ccco2)c2ccc(OC)c(OC)c2)cc1OC
  nt, -2.1, -5.3, -3.0, 9.5, 31.2, -2.4, -2.3
- COc1cc(OC)c(C(=O)OCC(=O)Nc2ccccc2Cl)cc1OC
  2.8, 0.3, 11.0, -2.3, nt, -2.8, nt, -0.6
- O=C(c1cccc(S(=O)(=O)N2CCCCCC2)c1)N1CCN(c2ccccc2)CC1
  12.7, -0.5, -17.9, -2.2, -4.8, 7.6, -1.0, -0.4
- C[C@H](O)C#Cc1ccc2c(c1)O[C@H](CN(C)C(=O)CC1CC1)[C@@H](C)CN([C@@H](C)CO)S2(=O)=O
  -4.6, -0.6, 7.1, -1.4, 12.9, -9.1, -11.4[16.7 µM], 7.3
- O=C(COc1ccc(Br)cc1)NCCCN1CCCC1=O
  8.1, -1.4, 11.2, -1.3, -3.7, -1.7, -8.0, -2.1
- O=C1c2ccccc2C(=O)C1C(=O)C1CC1
  nt, nt, -1.2, 0.2, -2.0, 3.9, 44.1, nt
- CCCn1c(SC(C)C(=O)NC2CC2)nnc1-c1ccncc1 (stereo unspecified)
  -1.2, -0.8, 14.2, -3.5, -4.1, 7.5, -2.0, 0.0
- COc1ccc2cc(C#CC3=CC(=O)C[C@H](c4ccc(F)cc4)C3)ccc2c1
  4.1, nt, 10.9, -1.2, 1.2, 14.5, 3.1, nt
- COc1ccc2c(c1OC)C(=O)OC2Nc1nc(-c2cc3cc(Br)ccc3oc2=O)cs1 (stereo unspecified)
  0.6, -3.5, -2.8, -0.2, -4.9, 12.4, 5.5, -11.3
- O=C(N[C@H]1CC[C@@H](CCn2cc(-c3ccc(F)cc3)nn2)O[C@@H]1CO)c1cnccn1
  nt, 1.1, 15.4, -3.1, 3.5, -5.4, nt, 3.1
- C[n+]1cccc2c(Br)ccc([O-])c21
  -0.9, 2.2, nt, 3.1, 0.3, nt, -0.7, -3.1
- CCCCNC(=O)c1cc2nc(-c3ccccc3)cc(C(F)(F)F)n2n1
  -5.1, 1.8, -7.3, -15.4, nt, -25.3, nt, 0.6
- O=C(CN1C(=O)NC2(CCCc3ccccc32)C1=O)N1CCc2ccccc2C1 (stereo unspecified)
  nt, -6.8, nt, nt, 15.4, nt, 3.3, 0.0
- Cc1ccc(N2CCN(C(=O)c3[nH]c(C(F)(F)F)nc3-c3ccccc3)CC2)cc1
  14.4, 1.5, nt, -0.7, 2.6, 16.6, 3.1, 0.0
- C[C@@H]1CN([C@@H](C)CO)C(=O)c2cc(NC(=O)C3CC3)ccc2O[C@@H]1CN(C)S(=O)(=O)c1ccccc1
  2.3, -3.7, 5.2, 1.2, -3.5, -10.8, 8.9[16.7 µM], 43.2
- CO[C@H]1CN(C)C(=O)c2ccc(NC(=O)C3CCCCC3)cc2OC[C@@H](C)N(C)C[C@H]1C
  5.0, 1.1, 12.2, 1.7, 5.2, -3.5, -6.6[16.7 µM], -2.4
- Cc1ccc(-c2nnn(CC(=O)N(c3cccc(F)c3)C(C(=O)NC3CCCC3)c3ccncc3)n2)o1 (stereo unspecified)
  8.5, 2.3, 0.7, 1.3, 1.6, -8.3, -5.8, -3.8
- O=C(c1ccc[nH]1)N1O[C@@H]2C=C[C@H]1C2
  3.9, -0.1, 17.6, -2.0, -7.0, 2.0, 1.5, -1.1
- COc1ccc(C(=O)Nc2cccc(-c3ccc4nncn4n3)c2)cc1
  -5.5, nt, 5.7, -1.5, -4.3, nt, nt, nt
- CC(OC(=O)CCCc1nc2ccccc2s1)C(=O)NC(N)=O (stereo unspecified)
  -3.6, nt, 0.8, -2.4, -0.8, nt, nt, nt
- CCCN1CCN(C(=O)Nc2cccc(C(F)(F)F)c2)CC1
  6.4, -4.3, -25.6, -1.9, -2.5, -1.8, -2.2, 4.2
- Cn1c(=O)oc2cc(S(=O)(=O)N3CCC(C(=O)N4CC=C(c5ccccc5)CC4)CC3)ccc21
  0.0, -2.7, -1.0, 3.7, -0.6, 0.1, -1.9, 0.2
- O=C(Nc1cccc(C(F)(F)F)c1)c1ccc2sc([C@@H]3O[C@H](CO)[C@H](O)[C@H](O)[C@H]3O)nc2c1
  -0.9, -1.8, nt, -2.2, -9.2, 5.9, -1.5, -1.9
- C[C@H](CO)N1C[C@H](C)[C@@H](CN(C)Cc2ccccc2)Oc2cc(-c3ccncc3)ccc2S1(=O)=O
  nt, -2.5, 7.7, -3.4, -23.5, nt, 75.7[16.7 µM], -7.8
- COc1ccccc1CNC(=O)C[C@@H]1CC[C@@H]2[C@H](COC[C@@H](O)CN2Cc2ccccc2)O1
  5.0, -1.0, -4.2, -1.6, -9.0, -19.7, 3.4[16.7 µM], 109.3*
- Cc1oc(C(C)(C)C)cc1C(=O)Nc1cccc(/C=C/C(=O)O)c1
  nt, 4.2, nt, nt, 4.6, -4.6, 3.5, -0.5
- COC(=O)[C@H]1COC(c2ccc(OCCCO)cc2)=N1
  nt, 3.0, nt, 6.5, -1.6, nt, nt, -7.7
- CC(NC(=O)c1cn(C)c2ccc(S(=O)(=O)N3CCCC3)cc2c1=O)c1ccc2c(c1)OCCO2 (stereo unspecified)
  nt, 1.3, -4.2, nt, nt, nt, -5.5, 1.9
- CNc1nc(-c2ccc3c(c2)CCN3S(=O)(=O)c2ccccc2)c(C)s1
  6.5, 1.7, -3.8, 4.0, -10.8, -16.7, 6.1, -1.1
- Cc1ccccc1-c1ccccc1[C@@H]1[C@H](C#N)N(C(=O)c2ccc(F)cc2)[C@H]1CO
  -0.2, nt, -17.3, -0.2, 6.9, nt, nt, nt
- O=[N+]([O-])c1c(NCCCO)cc(Sc2nc3ccccc3s2)c2nonc12
  nt, -11.9, 133.8*, nt, 58.2*, -5.2, 3.7, 0.7
- O=C(Nc1nnc(COc2ccccc2)s1)C1CCN(S(=O)(=O)c2ccc(Cl)cc2)CC1
  -2.2, -1.9, -2.5, nt, -30.0, -86.5, 2.9, -0.2
- O=C(OCn1ncc(Br)c(Br)c1=O)c1ccccc1Cl
  nt, 1.0, 115.4*, nt, -2.7, nt, -8.6, -3.5
- CC(C)(C)c1ccc(OC2=CS(=O)(=O)c3ccccc32)cc1
  1.9, -2.4, -7.0, nt, -4.9, nt, 2.6, -3.0
- Cc1cccnc1NC(=S)NC(=O)/C=C/c1ccco1
  nt, 1.3, 16.4, nt, -9.6, 2.2, -4.2, -7.3
- COc1cccc(C(=O)Nc2ccc3c(c2)OC[C@H](C)NC[C@H](C)[C@@H](OC)CN(C)C3=O)c1
  15.1, nt, -3.6, 0.3, -1.0, nt, nt, nt
- Cc1onc(-c2c(Cl)cccc2Cl)c1C(=O)NC(=S)N1CCOCC1
  -0.3, -7.6, nt, -0.3, -1.9, -12.0, -4.3, -5.2
- CC(C(=O)Nc1ccc(S(=O)(=O)N2CCCC2)cc1)N(C)CC(=O)Nc1cccc(F)c1 (stereo unspecified)
  -4.3, 5.2, -13.0, -4.7, -3.8, 5.4, 1.3, -1.7
- C[C@@H]1CN([C@@H](C)CO)C(=O)c2cc(N(C)C)ccc2O[C@@H](C)CCCCO[C@H]1CN(C)S(=O)(=O)c1cccs1
  nt, nt, -10.0, -2.0, -9.6, 25.1, 3.7[16.7 µM], nt

Source: PubChem
